From PubChem BioAssay
TIM10 inh = TIM10 yeast growth inhibition. actives 1.4% (n = 330,000). inhibition, % at 10 µM. S. cerevisiae TIM10 strain growth, BacTiter-Glo luminescence, 24 h. AID 463195;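 active = inhibition of 40% or more at the single tested concentration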;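 note: wild-type TIM10 isogenic control strain grown at permissive 25 °C; 0% = DMSO yeast wells and 100% = minimal medium wells without yeast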
tim23-1 inh = inhibits growth of tim23-1 mutant yeast. inhibition, % at 20 µM. S. cerevisiae tim23-1 growth, BacTiter-Glo luminescence, 24 h. AID 463212. actives 1.3% (n = 330,000);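 active = growth inhibition of the mutant yeast at or above 50%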;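 note: temperature-sensitive mutant grown at 25 °C; plate controls were DMSO-treated mutant yeast for no effect and medium wells lacking yeast for full effect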
tim10-1 inh = growth inhibitors of tim10-1 mutant yeast; actives 2.2% (n = 330,000); inhibition, % at 20 µM; AID 463190; S. cerevisiae tim10-1 ts strain growth, BacTiter-Glo, 24 h;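 active = inhibition of at least 40%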;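 note: mutant grown at 25 °C; 0% = DMSO wells with yeast and 100% = wells holding no yeast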
Mdm2-MdmX inh = disrupts the human Mdm2-MdmX interaction | actives 3% (n = 330,000) | O15151+Q00987 | AID 485346 | SaOS-2 split-luciferase Mdm2/MdmX complementation, luminescence | inhibition, % at 8 µM;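 active = inhibition of at least 50% at 8 µM in the primary screen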
Target sequence (O15151 whole entry, looked up): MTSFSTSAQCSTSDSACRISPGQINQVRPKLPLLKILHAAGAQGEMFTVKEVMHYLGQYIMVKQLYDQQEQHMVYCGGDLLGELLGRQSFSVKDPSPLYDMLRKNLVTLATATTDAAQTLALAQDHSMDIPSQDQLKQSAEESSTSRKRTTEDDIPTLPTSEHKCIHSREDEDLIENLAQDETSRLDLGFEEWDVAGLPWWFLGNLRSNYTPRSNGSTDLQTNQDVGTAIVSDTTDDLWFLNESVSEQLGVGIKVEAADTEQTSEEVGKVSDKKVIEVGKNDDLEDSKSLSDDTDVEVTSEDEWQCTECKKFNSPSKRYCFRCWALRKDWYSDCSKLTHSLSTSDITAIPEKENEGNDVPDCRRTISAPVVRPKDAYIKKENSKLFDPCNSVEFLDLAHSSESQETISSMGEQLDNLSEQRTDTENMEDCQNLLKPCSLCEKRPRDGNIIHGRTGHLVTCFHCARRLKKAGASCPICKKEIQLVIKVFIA
Target sequence (Q00987 whole entry, looked up): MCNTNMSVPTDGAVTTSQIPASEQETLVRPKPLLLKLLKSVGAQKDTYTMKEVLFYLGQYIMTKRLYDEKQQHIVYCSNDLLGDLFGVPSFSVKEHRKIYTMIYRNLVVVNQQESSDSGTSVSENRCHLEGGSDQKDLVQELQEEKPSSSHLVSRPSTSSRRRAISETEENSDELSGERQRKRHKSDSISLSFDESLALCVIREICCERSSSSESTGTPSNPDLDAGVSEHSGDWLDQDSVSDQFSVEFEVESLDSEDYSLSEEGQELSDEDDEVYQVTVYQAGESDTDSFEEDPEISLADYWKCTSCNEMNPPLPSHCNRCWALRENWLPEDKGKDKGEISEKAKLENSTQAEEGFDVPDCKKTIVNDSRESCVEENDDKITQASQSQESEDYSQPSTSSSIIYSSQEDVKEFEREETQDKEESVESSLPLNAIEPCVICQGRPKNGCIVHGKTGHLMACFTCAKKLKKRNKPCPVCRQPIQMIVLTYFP
UPR XBP1 act = activators of adaptive arm of unfolded protein response (XBP1); CHO-XBP1 luciferase reporter, IRE1-XBP1 UPR activation, luminescence; percent of tunicamycin response, DMSO as zero; activation, % at 20 µM; actives 0.33% (n = 330,000); AID 463104;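 active = versus positive control, 20 µM dose yields 30% or more activation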;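 note: 100% = tunicamycin at 10 µg/mL and 0% = DMSO only wells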
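Assay system: CHO-XBP1 luciferase reporter cells; Schedule: 6 h treatment, 37 °C; Detection: glow luminescence from Steady-Glo reagent; Benchmarks: high control tunicamycin 10 µg/mL final, low control DMSO vehicle only.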
APJ ag = agonists of human APJ apelin receptor. P35414. activation, % at 20 µM. actives 0.11% (n = 330,000). CHO-K1 APJ PathHunter beta-arrestin, luminescence; 0% DMSO wells, 100% apelin. AID 2520;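 active = activation more than six SD over the plate average, tested at 20 µM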;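 note: 0% = DMSO alone and 100% = apelin-13 at 10 nM; some results filed as inactive read as strong as hits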
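Assay system – PathHunter CHO-K1 APJ (AGTRL-1) beta-arrestin reporter cells · Compound – one dose, 20 µM compound, 1% DMSO · Timing – compound 90 min 25 °C, reagent 1 h · Measured by – luminescence from split beta-galactosidase complementation, Galacton Star/Emerald II substrate · Measure – beta-arrestin recruitment to APJ as agonist activity, luminescent signal · Benchmarks – DMSO vs Apelin-13 10 nM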
UPR CHOP act = activators of apoptotic arm of unfolded protein response (CHOP). CHO-CHOP luciferase reporter, UPR activation, luminescence; percent of tunicamycin response over DMSO baseline. activation, % at 10 µM. actives 0.34% (n = 330,000). AID 449763;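 active = at 10 µM dose, activation of 40% or more, normalized to positive control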;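 note: 100% = tunicamycin at 10 µg/mL and 0% = DMSO alone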
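assay system = CHO CHOP reporter cells | amount = 500 CHO-CHOP cells per well | buffer or medium = F12 with 10% FBS | incubation = 16-18 h cell attachment, then 6 h compound exposure, 37 °C | detection = luminescence read with Steady-Glo | read-out = percent activation relative to tunicamycin control | controls = tunicamycin high control, DMSO low control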
GRIN3A LBD mod = modulators (binders) of human NR3A ligand-binding domain | NR3A LBD differential scanning fluorimetry, Tm shift; 0% = protein alone, 100% = glycine-bound protein | Tm shift relative to glycine control, % at 25 µM | actives 2.5% (n = 340,000);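 active = melting temperature shift of at least 10% of the positive control shift, at one fixed dose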
NALP3 yeast inh = NALP3 inhibition in yeast; actives 0.39% (n = 330,000); inhibition, % at 10 µM; Yeast reconstituted NLRP3/ASC/caspase-1, beta-gal luminescence, 24 h;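 active = inhibition of 50% or more; inactive = inhibition below 50%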;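 note: plate controls were induced DMSO wells for no effect and uninduced yeast grown without galactose for full effect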
* = called active by the depositor; · = no result given.

SMILES	TIM10 inh	tim23-1 inh	tim10-1 inh	Mdm2-MdmX inh	UPR XBP1 act	APJ ag	UPR CHOP act	GRIN3A LBD mod	NALP3 yeast inh
CC(C)NC(=O)/C(=N\O)c1ccccc1	-4	13	2	16	-4	-3	-1.1	-1	0
Nc1nc(NC(=O)c2cccs2)nn1-c1ccccc1	-4	-7	1	-3	-2	-3	5.2	2	0
Nc1nonc1NC(=O)CSc1nc2ccccc2s1	3	-5	8	7	-3	4	-1.3	-6	21
COc1cc(CC(=O)OCC(=O)Nc2ccc(Cl)c(S(=O)(=O)N(C)C)c2)cc(OC)c1OC	1	10	8	-6	2	0	-0.9	0	-18
CN1CCN(C(=O)CCCN2C(=O)/C(=C/c3cccc(Br)c3)SC2=S)CC1	37	46	26	63*	4	2	1.5	-1	21
CCn1c(Cc2cccs2)nnc1SCC(=O)NC1CC1	-8	-7	-19	24	1	6	-1.0	1	11
CC1CCCN(C(=O)CSc2nnc(-c3ccc(O)cc3)o2)C1 (stereo not drawn)	11	-2	-12	2	-4	-2	3.1	-3	17
O=C(O)c1cccc(Cn2c(Cl)c(/C=N/Nc3ccccc3)sc2=O)c1	-35	12	-1	-30	2	-1	0.9	-5	8
Cc1ccnc2nc(C(=O)Nc3nnc(-c4ccccc4)o3)nn12	8	-10	2	-7	2	-1	3.7	-3	6
Cc1cc(=O)oc2c(C)c(OCC(=O)NCc3ccccn3)ccc12	0	3	9	23	0	-3	0.9	2	9
O=C(COC(=O)c1ccc(O)cc1)Nc1cc(S(=O)(=O)N2CCOCC2)ccc1Cl	10	16	17	-9	1	-4	-1.2	-3	5
Cc1cc(NCCCN(C)C)n2nc(-c3cccs3)cc2n1	-5	7	-9	18	-3	1	-1.9	-3	6
Cc1cc(C)nc(Nc2ncc(O)n2-c2ccc(C)c(Cl)c2)n1	21	38	5	-9	1	2	2.4	-1	2
CCn1cc(C(=O)OCC(=O)c2cc(C)n(-c3ccccc3)c2C)c(=O)c2ccc(C)nc21	16	6	15	12	1	4	1.4	-6	6
COc1ccc(N(CC(=O)NCc2ccccc2)S(=O)(=O)c2c(C)nn(C)c2C)cc1	2	9	3	-15	0	-4	1.1	-4	0
CCN(CC)C(=O)[C@H]1CC(CC(=O)NCCCn2ccnc2)C(=O)N2CCc3c([nH]c4ccc(OC)cc34)[C@]12C (stereo partly drawn)	-10	31	14	-11	2	·	2.2	-1	·
Cc1c(N=c2c(=O)c3ccccc3c2=O)c(=O)n(-c2ccccc2)n1C	0	11	9	-26	5	-4	4.7	·	10
Cc1ccc(C(=O)Nc2ccc(S(=O)(=O)N3CCCC3)cc2)cc1	25	21	26	-22	0	3	0.8	7	15
CCC(=O)c1ccc(OCc2ccc(C(=O)OC)cc2)c(OC)c1	-1	4	11	-21	-5	-1	2.9	0	1
COc1ccc(CCC(=O)NNC(=O)c2ccccn2)cc1OC	-6	10	1	44	1	5	1.1	0	17
COc1ccc(C(=O)/C(=C/O)N=Nc2ccc(F)cc2)cc1	22	32	45*	-14	0	-2	1.9	9	3
O=C(NCc1ccc(F)cc1)C(=O)NCC1OCCN1C(=O)c1ccc(Cl)cc1 (stereo not drawn)	-9	-5	-5	-14	1	-2	-2.2	0	15
COc1ccc(C2=CC(c3cccc(OC)c3)n3nnnc3N2)cc1 (stereo not drawn)	26	22	29	-34	-1	-2	-1.2	-4	16
O=C(CSc1nnc(-c2ccccc2Br)o1)N1CCc2ccccc2C1	6	34	36	0	-2	-6	0.4	1	30
Cc1ccc(CNC(=O)C2CCC(=O)N(CCc3ccc(Cl)cc3)C2)cc1 (stereo not drawn)	6	14	2	-12	1	-5	8.1	2	9
COC(=O)c1ccc(/C=N/OCC(=O)Nc2cc(F)ccc2F)cc1	-14	18	-10	-13	0	-1	-1.5	1	12
COc1ccc(OCCC(=O)Nc2ccc(S(N)(=O)=O)cc2)cc1	5	18	-10	15	-1	-2	0.1	1	21
COc1ccc(OCC(=O)Nc2ccc(S(=O)(=O)N3CCCCCC3)cc2)cc1	29	26	31	11	-3	2	1.2	-15	22
COc1cccc(/C=N/NC(N)=S)c1OCc1ccccc1Cl	34	17	27	33	2	-2	2.4	-3	11
CC(NC(=O)[C@H](C)NC(=O)N1CCn2c1nc1ccccc12)c1ccccc1 (stereo partly drawn)	1	13	-11	1	-7	9	0.1	0	11
COc1ccc(CNC(=O)COc2ccc(S(=O)(=O)N3CCOCC3)cc2)cc1	15	3	17	14	-2	11	-0.3	-3	9
CCCN(CCC)S(=O)(=O)c1ccc(C(=O)NCc2ccc3c(c2)OCO3)cc1	-5	-1	2	15	-2	-5	0.1	-18	12
CCn1c(SCC(=O)c2cc(C)n(C)c2C)nnc1-c1ccccc1	-4	11	27	8	-4	1	0.9	1	15
N=C1SCC(=O)N1/N=C/c1ccccc1	16	8	27	14	5	0	2.0	-1	18
Cc1ccc(-c2ccc(/C=N/N3C(=O)C4C5C=CC(CC5)C4C3=O)o2)c([N+](=O)[O-])c1 (stereo not drawn)	1	22	-9	24	1	2	4.6	1	18
Cc1ccc(NC(=O)CCNC(=O)c2ccc([N+](=O)[O-])cc2)cc1S(=O)(=O)N(C)C	-10	14	1	-21	-2	5	-0.1	-1	2
Cn1c(=O)n(C)c2cc3[nH]cnc3cc21	-22	-1	0	19	-2	-2	-0.8	-1	2
O=C(C1CC(=O)N(c2ccc(F)cc2)C1)N1CCN(c2ccc(F)cc2)CC1 (stereo not drawn)	-1	4	18	28	-2	2	0.3	-7	10
CC1(C)OCC(COC(=O)Nc2cccnc2)([N+](=O)[O-])CO1	-7	17	7	10	-3	-1	-0.7	-3	11
O=C(c1ccccc1)c1cnc(Nc2ccccc2Cl)s1	35	28	18	-190	5	-4	0.5	-14	48

Seven compounds out of the list, ordered by SMILES length, low to high.
SMILES	TIM10 inh	tim23-1 inh	tim10-1 inh	Mdm2-MdmX inh	UPR XBP1 act	APJ ag	UPR CHOP act	GRIN3A LBD mod	NALP3 yeast inh
COc1ccc(C(=O)/C(=C/O)N=Nc2ccc(F)cc2)cc1	22	32	45*	-14	0	-2	1.9	9	3
COc1ccc(OCCC(=O)Nc2ccc(S(N)(=O)=O)cc2)cc1	5	18	-10	15	-1	-2	0.1	1	21
COC(=O)c1ccc(/C=N/OCC(=O)Nc2cc(F)ccc2F)cc1	-14	18	-10	-13	0	-1	-1.5	1	12
CC1(C)OCC(COC(=O)Nc2cccnc2)([N+](=O)[O-])CO1	-7	17	7	10	-3	-1	-0.7	-3	11
COc1ccc(OCC(=O)Nc2ccc(S(=O)(=O)N3CCCCCC3)cc2)cc1	29	26	31	11	-3	2	1.2	-15	22
O=C(NCc1ccc(F)cc1)C(=O)NCC1OCCN1C(=O)c1ccc(Cl)cc1 (stereo not drawn)	-9	-5	-5	-14	1	-2	-2.2	0	15
Cc1ccc(-c2ccc(/C=N/N3C(=O)C4C5C=CC(CC5)C4C3=O)o2)c([N+](=O)[O-])c1 (stereo not drawn)	1	22	-9	24	1	2	4.6	1	18

Further results
SMILES	TIM10 inh	tim23-1 inh	tim10-1 inh	Mdm2-MdmX inh	UPR XBP1 act	APJ ag	UPR CHOP act	GRIN3A LBD mod	NALP3 yeast inh
CC(C)c1ccc(NC(=O)Cc2c(C(=O)O)n(C)c3ccccc23)cc1	13	16	-4	17	-3	-1	-1.2	-9	10
COc1ccc(-c2csc(Nc3ccc(S(=O)(=O)Nc4cc(C)on4)cc3)n2)cc1	2	20	29	-2	-2	-3	0.2	5	2
Cc1ccc(CCNC(=O)c2ccc(CS(=O)(=O)c3ccccc3C)o2)cc1	9	32	22	12	-6	3	0.7	1	5
O=C(c1ccccc1)N1CCC(=O)N1c1ccccc1	10	11	14	-8	-2	-2	0.8	-1	13
Cc1cc(C)c(C#N)c(SC(C(=O)NC(C)(C)C)c2ccccc2)n1 (stereo not drawn)	20	21	7	-17	2	4	-0.4	5	11
COC(=O)COc1ccc(S(=O)(=O)N2CCN(c3ccc(F)cc3)CC2)cc1	8	18	15	20	-4	-4	-0.4	-1	0
Cc1ccc(CN2CC(C(=O)Nc3cc(C)ccn3)CC2=O)cc1 (stereo not drawn)	-9	2	-7	28	2	-1	3.8	0	14
CC(=O)N1CCN(S(=O)(=O)c2cccc(C(=O)OCc3cccc(F)c3)c2)CC1	21	37	32	-7	-4	1	-1.3	2	4
O=C(COC(=O)c1cccnc1Cl)NCc1cccs1	4	0	-2	5	0	-2	0.7	1	14
COc1ccc(CCNC(=S)NC(=O)c2cccc([N+](=O)[O-])c2)cc1OC	24	37	41*	10	-5	1	1.1	0	25
CCN1CCN(Cc2ccc(NC(=O)Nc3ccccc3)cc2)CC1	9	13	2	-81	-5	2	-1.5	-1	11
CN(C)/N=C/c1cc([N+](=O)[O-])ccc1O	16	16	-7	15	-1	-5	0.5	0	10
COC(=O)C1(Cc2ccccc2)NC(c2ccc(F)cc2)C2C(=O)N(C)C(=O)C21 (stereo not drawn)	5	23	19	-22	6	0	-2.2	0	20
COc1cc(Cl)c(C)cc1NC(=O)COC(=O)C1=NN(c2ccccc2)C(=O)CC1	10	23	13	18	0	-4	0.4	0	16
C=C1CC[C@@]23CC[C@]4(C)[C@@](OC2=O)([C@@H]3C1)[C@H]1O[C@H]1C1[C@@]2(C)CC[C@H](O)C(C)(C)C2CC[C@]14C (stereo partly drawn)	0	28	19	-2	-1	-3	-0.1	-3	23
O=C(NNc1ncnc2c1cnn2-c1cccc(Cl)c1)c1ccco1	7	5	13	5	1	0	1.6	-5	17
Cc1cc(=O)[nH]c(-n2[nH]c(C)cc2=O)n1	-26	-3	16	2	-3	-3	0.5	-1	14
Nc1ccc(C(=O)NCCCSc2ccccc2)cc1[N+](=O)[O-]	13	-7	-18	20	-5	2	1.9	1	27
COCCNC(=S)N(C)C1(c2ccccc2Cl)CCCCC1=O (stereo not drawn)	-5	24	6	-6	-4	2	-2.0	1	23
O=C(Nc1ccccc1)N(CCN1CCOCC1)Cc1cccc(Cl)c1	27	25	29	13	-4	-4	-1.2	-5	0
O=C(CCCN1C(=O)/C(=C/c2cccc(Br)c2)SC1=S)Nc1ccccn1	11	5	32	69*	-1	1	-0.5	1	16
Cc1ccc(C(=O)OCC(=O)Nc2ccc(N(C)C)cc2)cc1NC(=O)c1ccco1	-1	-17	13	-16	-3	3	-2.0	15*	6
O=C(Nc1c(F)c(F)c(F)c(F)c1F)C1CCCCC1	7	7	9	5	7	-3	0.0	-2	11
O=C(NC(=S)NCC1CCCO1)c1ccccc1F (stereo not drawn)	22	-16	18	36	7	-3	0.4	-1	-3
Cc1nc(C)c(-c2csc(Nc3ncccc3C)n2)s1	28	19	4	-75	1	-3	9.1	4	36
CCC1(C)Cc2c(C#N)c(SC)nc(N3CCOCC3)c2CO1 (stereo not drawn)	21	14	3	17	3	-6	-1.5	-2	2
CC(=O)Nc1ccc(NC(=O)CN(C)S(=O)(=O)c2ccc3ccccc3c2)cc1	7	15	7	6	-3	7	1.0	1	1
COc1ccc(NC(=O)CSCc2cc(=O)n3ccsc3n2)cc1	0	6	-7	-8	-4	-3	-0.6	-2	-3
O=C(O)CCCCCNC(=O)c1ccncc1	9	-3	10	-15	1	-3	-1.1	-6	0
